# High-throughput results (PubChem)
# Giardia killer: Giardia lamblia killing. Giardia lamblia trophozoite viability. activity change, % at 7.66 µM, hits read low. 0.15% of 340,000 active. AID 540267; in the data active = activity change below about -80%; inconclusive = between about -30% and that limit;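 also: parasites exposed to compound for two days anaerobically before the ATP read; % is scaled to controls: 0 for no effect and ±100 for the full control effect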
#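 Anaerobic 48 hrs incubation at 37 deg C of 100 trophozoites/well with test compounds; ATPLite 1-Step luminescence, 15-30 min RT, reports cellular ATP as viability.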
# KCNH2 WT inh: blocks the wildtype human KCNH2 potassium channel; Q12809; U2OS, BacMam KCNH2, thallium flux FluxOr; hits give low values; activity change, % at 1.84 µM; 0.37% of 340,000 active;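 active = maximum activity change below -70%; inconclusive = maximum activity change between -70% and -50%; inactive = maximum activity change above -50%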; also: % is scaled to controls: 0 for no effect and ±100 for the full control effect
# Target sequence (Q12809 whole entry, looked up): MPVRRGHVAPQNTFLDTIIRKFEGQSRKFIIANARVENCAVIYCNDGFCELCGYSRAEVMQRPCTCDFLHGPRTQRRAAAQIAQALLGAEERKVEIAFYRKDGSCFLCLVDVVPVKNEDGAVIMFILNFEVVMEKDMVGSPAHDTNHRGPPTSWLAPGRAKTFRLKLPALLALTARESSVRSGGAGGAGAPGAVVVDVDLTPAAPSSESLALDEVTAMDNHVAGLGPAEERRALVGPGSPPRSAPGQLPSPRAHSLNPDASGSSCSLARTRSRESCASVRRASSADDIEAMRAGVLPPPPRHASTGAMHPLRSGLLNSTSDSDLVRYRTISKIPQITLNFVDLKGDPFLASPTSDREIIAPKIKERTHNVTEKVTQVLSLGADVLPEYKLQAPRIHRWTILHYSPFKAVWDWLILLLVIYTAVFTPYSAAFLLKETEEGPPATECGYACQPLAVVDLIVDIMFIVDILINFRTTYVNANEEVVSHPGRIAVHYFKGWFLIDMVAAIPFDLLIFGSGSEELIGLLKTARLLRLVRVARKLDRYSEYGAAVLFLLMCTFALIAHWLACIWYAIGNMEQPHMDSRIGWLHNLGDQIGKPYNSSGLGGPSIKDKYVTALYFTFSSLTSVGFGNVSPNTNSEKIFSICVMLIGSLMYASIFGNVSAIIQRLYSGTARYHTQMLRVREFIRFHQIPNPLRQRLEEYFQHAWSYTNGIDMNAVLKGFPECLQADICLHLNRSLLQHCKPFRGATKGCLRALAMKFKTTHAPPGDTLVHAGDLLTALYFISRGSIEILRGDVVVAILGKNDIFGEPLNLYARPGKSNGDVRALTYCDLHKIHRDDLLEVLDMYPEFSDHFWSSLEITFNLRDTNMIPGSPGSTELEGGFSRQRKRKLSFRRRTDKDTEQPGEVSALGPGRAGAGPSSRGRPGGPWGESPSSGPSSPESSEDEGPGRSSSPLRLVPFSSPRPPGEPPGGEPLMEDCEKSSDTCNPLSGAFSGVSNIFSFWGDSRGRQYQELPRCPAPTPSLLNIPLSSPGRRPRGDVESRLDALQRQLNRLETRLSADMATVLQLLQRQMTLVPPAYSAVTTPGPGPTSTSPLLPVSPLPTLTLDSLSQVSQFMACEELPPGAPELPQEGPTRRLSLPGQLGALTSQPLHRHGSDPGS
#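 U2OS cells were transduced with wild-type KCNH2 virus (2.03 x 10^8 / mL) for 4 h at room temperature, then cultured overnight at 37 C. Thallium flux was read with FluxOr dye. Rate constants were normalized to DMSO controls.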
# TCR activator: T cell receptor activation. Potency, µM (doses to about 9.22 µM), for inactives: at the top dose activation of IL-2 secretion, actives largely listed as activators. AID 504894. 330,000 tested, under 10 active. primary human leukocytes, anti-CD3, IL-2 HTRF, 48 h; active = well fitted activation curve with a large enough effect; inconclusive = small, poorly fitted or top-dose-only effect, or another doubt; inactive = no such curve, though single readings can be large or run the other way; also: % of control where 0% means no effect
#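 Human primary leukocytes + a-CD3 beads + cpd, 48 hr; IL-2 in supernatant by HTRF (ex 320nm / em 665nm). No co-stimulatory signal supplied.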
# Starred values were filed as active, the others as inactive; ? = inconclusive; . = no result given; [ ] = another dose, or the depositor's remark. A portion of the library (hit frequency here may not be typical).
# Value order – Giardia killer	KCNH2 WT inh	TCR activator
> O=C1CSC(=S)N1N=Cc1ccc2c(c1)OCO2
→ 5	3	-2%
> O=C1C=CC(=Nc2ccc(F)cc2)O1
→ -5	-4	5%
> O=c1[nH]c2ccccc2c2ccc(Cl)cc12
→ -5	8	-8%
> CC(NC(=O)c1ccncc1)c1ccc(Br)cc1 (stereo not given)
→ 25	1	5%
> Cc1ccc2nc(Cl)cc(=O)n2c1
→ -8	4	.
> Brc1cc2c(cc1C1OCCO1)OCO2
→ -8	-10	0%
> CC(C)C[C@H]1CNC(=S)N1CC1CCCN1C[C@H](Cc1ccccc1)N1C[C@H](Cc2ccc(O)cc2)N(CC2CCCCC2)C1=S (stereo not given in full)
→ -8	0	1%
> COc1cc2cc(CN(Cc3ccc4c(c3)OCO4)C(=O)c3ccco3)c(=O)[nH]c2cc1OC
→ 8	2	0%
> CCc1c(Cl)nc(N)nc1Nc1ccccc1C
→ -1	-3	0%
> NS(=O)(=O)c1cccc(NC(=O)COC(=O)c2ccc(S(=O)(=O)N3CCOCC3)cc2)c1
→ -16	0	5%
> Cc1cccc(-c2c3c(=O)n(C)c(=O)n(C)c3c3nnc4ccccc4n23)c1
→ -8	1	-4%
> COc1cc(CNC[C@H]2O[C@@H](n3cnc(C(N)=O)n3)[C@H](O)[C@@H]2O)ccc1OCc1cccc(Cl)c1
→ -16	-7	2%
> O=c1cc(N/N=C/c2ccccc2)[nH]c(=O)[nH]1
→ 6	0	7%
> O=C(O)C1C2CCC(C2)C1C(=O)Nc1ccc(Cl)c(Cl)c1 (stereo not given)
→ -9	-4	4%
> Cc1[nH]c(C)c2c(=O)n(Cc3ccccc3Cl)ncc12
→ 2	-2	-3%
> CC[C@]1(C(=O)OC)[C@H]2C(=O)N(C)C(=O)[C@H]2[C@H]2CN=C(SC)N21
→ -1	-16	-1%
> O=[N+]([O-])c1ncc(Br)cc1Nc1ccccc1
→ -90*	5	2%
> CCN(CC)CCCC(C)Nc1nccc2c(Cl)cccc12 (stereo not given)
→ 4	18	-2%
> Clc1ccc(C=Cc2ccccn2)cc1
→ 0	1	0%
> Cc1cc(O)c(N=Nc2ccc(C(=O)O)cc2)cc1C
→ -19	-2	-8%
> COc1ccc(CNS(=O)(=O)CCNCCc2ccccc2)cc1
→ -12	1	-2%
> CCCCCCCCN1[C@@H](CC(=O)OC)c2cc(C(F)(F)F)ccc2S1(=O)=O
→ -11	0	7%
> Cn1c(=S)c2[nH]c(SCC3CCCO3)nc2n(C)c1=O (stereo not given)
→ -2	-7	2%
> CCCCN(C(=O)c1cc(CN2C(=O)c3ccccc3C2=O)ccc1OC)c1c(N)n(CC(C)C)c(=O)[nH]c1=O
→ -12	2	0%
> CCOC(=O)C1=C(C(=O)OCC)N(CC2CCCCC2)CCC1=O
→ 7	-13	-1%
> COc1ccccc1N(C)S(=O)(=O)c1ccc(C(=O)Nc2cccc(S(=O)(=O)N3CCOCC3)c2)cc1
→ 21	-5	-3%
> COc1ccc(OCC(CO)N2CCN(c3ccccc3)CC2)cc1 (stereo not given)
→ -2	9	-1%
> COc1cc(OC)c(C(=O)C=Cc2ccc(OC)c(OC)c2)c(OC)c1
→ 9	3	2%
> CCn1c(SCc2nc3ccccc3s2)nc2cc(S(=O)(=O)N3CCOCC3)ccc21
→ -5	-2	5%
> CCC1([N+](=O)[O-])COC(c2ccc(Cl)cc2)OC1 (stereo not given)
→ 1	1	6%
> O=c1oc(-c2ccccc2)c(-c2ccccc2)c2ccccc12
→ -10	-2	2%
> Cc1cccc(NC2CNC(=O)NC2=O)c1 (stereo not given)
→ -16	1	2%
> O=[N+]([O-])c1ccc(COc2ccc(CN3CCCCC3)cc2)cc1
→ 15	82	-2%
> Cc1cc(C(=O)c2ccc3ccccc3c2)c(C)o1
→ -10	-3	-1%
> CC(=O)Nc1ccc(NC(=O)CS(=O)(=O)c2cn(CC(=O)N3CCCCC3)c3ccccc23)cc1
→ -8	-8	1%
> N=c1c(C(=O)NCc2ccco2)cc2c(=O)n3ccccc3nc2n1CC1CCCO1 (stereo not given)
→ 1	-10	0%
> Cc1cc2c(SCc3ccccc3Cl)nc(N)nc2nc1C
→ 1	-3	7%
> O=C(c1ccc2nc[nH]c2c1)N1CCN(S(=O)(=O)c2cccc(Cl)c2)CC1
→ 1	-8	5%
> C=C1CC(COc2ccc3c(C)c(Cl)c(=O)oc3c2)(c2ccccc2)OC1=O (stereo not given)
→ 2	-15	4%
> CCOc1ccc(N=Cc2ccccc2O)cc1
→ -7	-1	1%
> CN(C)Cc1cc(C(C)(C)C)cc(N2CCOCC2)c1O
→ -6	4	-2%
> COc1cccc2c1C(=O)c1c(O)c3c(c(O)c1C2=O)CC(O)(C(C)=NNC(=O)c1ccc(Cl)c(Cl)c1)CC3OC1CC(N)C(O)C(C)O1 (stereo not given)
→ -17	-24	2%
> Oc1ccc(C[C@H]2CNC(=S)N2CC2CCCN2C[C@H](Cc2ccccc2)N2C[C@H](Cc3ccc(O)cc3)N(CC3CCCCCC3)C2=S)cc1 (stereo not given in full)
→ -5	-19	13%
> CN(C)Cc1cccc(-c2ccccc2)c1O
→ 25	7	12%
> FC(F)Oc1ccccc1NC(=S)NCCc1ccccc1
→ -14	-2	2%
> O=C(COC(=O)c1ccc([N+](=O)[O-])cc1)Nc1cccnc1Cl
→ 4	1	-1%
> COC(=O)c1sc(C(F)(F)F)c(-c2ccccc2)c1S(=O)(=O)N1CCOCC1
→ -21	-4	9%
> CCOc1ccc(NC(=S)N2CCC(C(=O)c3ccc(F)cc3)CC2)cc1
→ 2	-5	-2%
> Cc1ccc(Nc2[nH]c(=O)c3ccccc3c2C(=O)c2ccccc2)cc1
→ -11	1	8%
> C[C@H]1CCC[C@]2(O[C@H](CCO)C[C@@H](O)[C@@H]2O)O1
→ -9	-17	8%
> Cc1csc2ncc(C(=O)N3CCc4ccccc43)c(=O)n12
→ 3	-7	-1%
> CC(C)C[C@H]1CN([C@@H](Cc2ccc(O)cc2)CN2CCC[C@@H]2CN2C(=O)C(=O)NC[C@@H]2Cc2ccccc2)C(=O)C(=O)N1CC1CCCCC1
→ 78[activator]	6	4%
> N=C1c2ccccc2-c2ccccc21
→ 1	0	4%
> OCC1OC(n2cnc3c(NCc4ccccc4O)ncnc32)C(O)C1O (stereo not given)
→ 2	-8	-3%
> CC(=O)NCCc1nc(-c2ccc(Cl)cc2)no1
→ 15	-1	2%
> CC(Nc1nc(-c2ccc(F)cc2)cs1)c1nc2cc(Cl)c(Cl)cc2n1CCOCCO (stereo not given)
→ -22	-3	6%
> COc1ccccc1C=NN=C(NN=Cc1ccccc1OC)NN=Cc1ccccc1OC
→ -11	37	-1%
> CC(=NNC(N)=O)C1=C(O)C(C(C)C)NC1=O (stereo not given)
→ -1	-6	-8%
> CCOc1ccc(C(C)NC(=O)c2cccs2)cc1OCC (stereo not given)
→ 0	1	-10%
> CCC1(c2ccccc2)C(=O)N=C(N)N(C#N)C1=O (stereo not given)
→ -5	-3	-8%

# Other entries follow:
# Value order – Giardia killer	KCNH2 WT inh	TCR activator
> CC1CC(C)(C)NC2(CCCC2)N1 (stereo not given)
→ 8	-2	-2%
> Cc1ccc(O)c(C(=O)C=Cc2ccccc2)c1
→ 1	-26	-2%
> COc1ccc(NC(=O)c2cc(S(=O)(=O)N3CCCCC3)ccc2C)cc1S(=O)(=O)N1CCOCC1
→ 5	4	-112%
> Cc1[nH]c(=O)c(Cc2ccccc2)c(O)c1C#N
→ -1	-5	7%
> Cc1c(Cl)cc(C(C)C)c(O)c1CN1CCOCC1
→ 8	19	0%
> C#CCNS(=O)(=O)c1ccc(F)cc1Br
→ -6	3	3%
> NC(=N\N=Cc1ccco1)/C(N)=N/N=Cc1ccco1
→ 18	2	-1%
> O=C(O)c1ccc(NC(=S)Nc2ccc(S(=O)(=O)Nc3ccccn3)cc2)cc1
→ -12	6	-7%
> O=C(C=C(C(=O)c1ccccc1)c1ccccc1)c1ccccc1
→ -12	0	-3%
> COC(=O)c1c(-c2ccc(OC)cc2)oc2ccc(-c3cc(OC)c(OC)c(OC)c3)cc12
→ 30[activator]	3	4%
> CN=C1S/C(=C\c2ccc(O)c(OC)c2)C(=O)N1C
→ -21	4	3%
> CC(Cc1ccccc1)N1CCCC1=O (stereo not given)
→ 11	7	-7%
> Cn1c(=O)c2[nH]c(CCCCCCCc3nc4ccccc4[nH]3)nc2n(C)c1=O
→ 20	-3	-4%
> COc1ccc(S(=O)(=O)NCCSCc2ccco2)cc1C
→ -5	1	5%
> C=C(CN(C)C)C(=O)c1ccc(C)cc1C
→ -3	-8	6%

# 5 neighbouring records from above, for reference:
# Value order – Giardia killer	KCNH2 WT inh	TCR activator
> CC1CC(C)(C)NC2(CCCC2)N1 (stereo not given)
→ 8	-2	-2%
> Cc1ccc(O)c(C(=O)C=Cc2ccccc2)c1
→ 1	-26	-2%
> COc1ccc(NC(=O)c2cc(S(=O)(=O)N3CCCCC3)ccc2C)cc1S(=O)(=O)N1CCOCC1
→ 5	4	-112%
> Cc1[nH]c(=O)c(Cc2ccccc2)c(O)c1C#N
→ -1	-5	7%
> Cc1c(Cl)cc(C(C)C)c(O)c1CN1CCOCC1
→ 8	19	0%

# (next part)
# Value order – Giardia killer	KCNH2 WT inh	TCR activator
> CCOC(=O)/C(=C\c1ccc(N2CCC(c3ccccc3)=N2)cc1)C(C)=O
→ 13	-20	-2%
> O=C(Nc1cccc(C(=O)N2CCCCC2)c1)C1CCCC1
→ 6	5	-1%
> CC(C)c1ccc(S(=O)(=O)N2CCC(C(=O)N3CCN(c4cccc(Cl)c4)CC3)CC2)cc1
→ 7	-6	1%
> CN(C)c1ccc(N=Nc2ccc3ncccc3c2)cc1
→ -19	0	7%
> COc1cc(OC)c(OC)cc1/C=C/c1ccnc2ccccc12
→ 11	-1	0%
> COc1ccc(-c2cccc3c2C2CC3CCN2C(=O)OCc2ccccc2)cc1 (stereo not given)
→ 2	-3	8%
> O=C(/C=C/c1ccco1)NC(=S)Nc1cccc(-c2nc3ccccc3s2)c1
→ 4	0	0%
> CCOC(=O)C1CC2=C(CCCC2=O)N(Cc2ccccc2)C1=O (stereo not given)
→ 4	0	2%
> O=C1CCCC2=C1C(c1ccc(O)c(O)c1)Nc1ccc3ccccc3c12 (stereo not given)
→ -5	2	-2%
> COc1cccc2c1cc1c(=O)n(CC(=O)N3CCCC3)nc(C)n12
→ -11	-10	-6%
> CCCOc1ccc(C(=O)CCC(=O)OCC(=O)N2CCN(S(=O)(=O)c3ccc(C)cc3C)CC2)cc1
→ -17	14	1%
> O=C(C=Cc1ccco1)c1cc(Cl)ccc1O
→ 11	-3	5%
> COc1ccc(Cl)cc1S(=O)(=O)N1CCCC(C(=O)NCC(N)=O)C1 (stereo not given)
→ -23	2	2%
> Nc1cccc2[nH]c(=O)c3ccccc3c12
→ -13	3	0%
> O=[N+]([O-])c1ccc(NN=Cc2ccc(O)cc2)nc1
→ 1	-2	4%
> CC(C)(C)S(=O)(=O)N1Cc2ccc(CO)cc2[C@H]1CCO
→ -28	0	-4%
> O=C(Nc1ccncc1)C1CC(=O)N(c2ccccc2)C1 (stereo not given)
→ 9	9	-1%
> CC(C)n1cc(C#N)c(N)n1
→ -4	-49	3%
> CCCCNCCS(=O)(=O)NCc1ccccc1
→ -7	-5	-5%
> CCN(CC)CCNC(=O)c1ccc(NC(=O)c2cc(S(=O)(=O)N3CCCCC3)ccc2N2CCOCC2)cc1
→ -11	6	-1%
> O=C(C=Cc1ccc2c(c1)OCO2)c1ccccc1
→ -13	0	4%
> CCOCC(=O)NC1CCc2cc(OC(=O)COCC)c(OC)c(OC)c2-c2ccc(SC)c(=O)cc21 (stereo not given)
→ 9	-42	-2%
> CN(CC(=O)Nc1ccccc1Br)C(=O)c1ccccc1OCc1ccccc1Cl
→ -4	-8	-5%
> Cc1nc2ccc3nc(NC(=O)c4ccco4)sc3c2s1
→ -5	-4	0%
> COc1ccc(NC(=O)Nc2cc(C)ccn2)cc1
→ ?	10	-6%
> Cc1ccc(C2(C)NC(=O)N(CC(=O)N3CCN(S(=O)(=O)c4ccccc4[N+](=O)[O-])CC3)C2=O)cc1 (stereo not given)
→ -14	5	6%
> C[C@@H](C(=O)N=c1sc2ccccc2n1C)N1C(=O)C2CC=CCC2C1=O (stereo not given in full)
→ 3	0	-1%
> CC(=O)N1C[C@H]2CON(C)[C@H]2C[C@H]1c1cccc(-c2ccccc2C)c1
→ -12	5	7%
> C[C@@H]1CN([C@H](C)CO)C(=O)Cc2cc(NC(=O)CCC(F)(F)F)ccc2O[C@@H]1CN(C)S(=O)(=O)c1ccccc1
→ 2	2	1%
> CNS(=O)(=O)c1ccc(CCC(=O)N2CCOCC2)cc1
→ 6	4	3%
> COc1ccc2c(c1)C[C@]1(C)c3ccccc3C(=O)N(Cc3ccccc3)[C@H]21
→ -1	-21	4%
> Cc1ccc(OCCCCCN2CCOCC2)c(Cl)c1
→ -1	31	-4%
> Cc1cc(C)n2nc(N)nc2n1
→ -13	0	4%
> N#CCC(=O)N1CCN(C(c2ccccc2)c2ccccc2)CC1
→ 23	2	-7%
> Cc1c(C=C(C#N)c2ccc([N+](=O)[O-])cc2)c(=O)n(-c2ccccc2)n1C
→ -16	15	-2%
